M1 PAM parental – nonselective calcium activators in parental CHO-K1 cells, primary screen, counter-screen for M1 PAM project, cell-based, Fluo-8 calcium fluorescence, full deck, 1536-well; ATP EC20; 0% at ATP EC20, 100% at ATP max; activation, % at 3 µM; hit rate 0.02% among 360,000;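 active = activation above the run cutoff, the mean activation of all test compounds plus 3 SD, cut at about 40% in these data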;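 also: peak over basal fluorescence ratio in a 140 s read after ATP addition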
TAAR1 antagonist – human TAAR1 antagonists, primary screen, Fluo-8 calcium fluorescence, CHO RD-HGA16 cells | Trace amine-associated receptor 1 (Homo sapiens), Q96RJ0 | antagonist | inhibition, % at 3 µM | hit rate 1.5% among 360,000;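 active = inhibition above a per-plate cutoff, the mean inhibition of test compounds on that plate plus 3 SD, cut at about 49% in these data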;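 also: 0% = DMSO plus EC80 beta-PEA response and 100% = DMSO alone without agonist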
Target sequence (Q96RJ0 whole entry, looked up): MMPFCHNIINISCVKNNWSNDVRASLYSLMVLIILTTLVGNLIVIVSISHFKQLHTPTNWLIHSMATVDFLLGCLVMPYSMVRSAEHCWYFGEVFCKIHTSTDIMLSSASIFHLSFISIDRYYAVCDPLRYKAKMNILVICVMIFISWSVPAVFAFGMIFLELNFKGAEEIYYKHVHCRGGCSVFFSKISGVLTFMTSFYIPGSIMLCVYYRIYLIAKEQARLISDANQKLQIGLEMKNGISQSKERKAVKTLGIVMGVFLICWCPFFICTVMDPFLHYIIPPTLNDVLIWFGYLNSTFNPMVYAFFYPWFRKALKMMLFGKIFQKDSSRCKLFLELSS
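Assay system: CHO-derived RD-HGA16 cells stably expressing human TAAR1 plus Gα16. Timing: 140 s kinetic read after compound, 140 s after agonist. Technique: kinetic Fluo-8 calcium fluorescence measurement. Measure: % inhibition of agonist calcium response.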
CHO-K1 Ca antag – M1 antagonist counterscreen hit in parental CHO-K1 cells | ATP-induced calcium, Fluo-8 fluorescence | hit rate 0.6% among 360,000 | inhibition, % at 3 µM | AID 602250;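 active = inhibition above a per-plate cutoff, the plate's mean sample inhibition plus 3 SD, cut at about 24% in these data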;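 also: 0% = DMSO plus EC80 ATP and 100% = DMSO alone without ATP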
TAAR1 agonist – human TAAR1 agonists, primary screen, Fluo-8 calcium fluorescence, CHO RD-HGA16 cells; Trace amine-associated receptor 1 (Homo sapiens), Q96RJ0; vehicle wells 0%, saturating PEA agonist 100%; activation, % at 3 µM; hit rate 0.99% among 360,000; AID 624467, 2012;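 active = activation above the mean activation of all test compounds in the run plus 3 SD, cut at about 38% in these data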
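Signal – calcium-sensitive Fluo-8 signal, excitation 470-495, emission 515-575 nm · System – RD-HGA16 (CHO) cells co-expressing Gα16 and hTAAR1 · Incubation – 17-24 h seeding, 75 min 37 °C dye, 30 min RT · Compound dosing – 3 µM single concentration · Repeats – no replicates (n 1)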
OXTR potentiator – human OXTR potentiators, primary screen, fluorescence, CHO-OTR cells, Fluo-8 calcium; Oxytocin receptor (Homo sapiens), P30559; hit rate 0.061% among 320,000; activation, % at 3 µM; Fluo-8 calcium fluorescence, potentiator mode; 0% = oxytocin EC15, 100% = EC100;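 active = activation above that plate's cutoff, the mean activation of tested compounds plus 3 SD, cut at about 6.6% in these data, passing the limit was not always enough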;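 also: 100% uses oxytocin at 75 nM as the full agonist control; some results filed as inactive read as strong as hits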
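Dosing: Single dose, 3.0 µM nominal final compound concentration | Material: Human OTR in CHO cells | Technique: Kinetic Fluo-8 calcium fluorescence | Benchmarks: EC15 oxytocin alone as 0%, 75 nM oxytocin as 100% | Probe or stimulus: Oxytocin at about EC15, sub-maximal agonist stimulus | Incubation: Compound 6 min at room temperature before oxytocin, 100 s read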
V1R ag counter – agonists of human V1a receptor, primary screen, counter-screen for OXTR agonist project, fluorescence, CHO-V1R cells | AID 2797, 2010 | Fluo-8 calcium fluorescence, agonist mode; 0% DMSO, 100% 3 nM vasopressin | hit rate 0.25% among 320,000 | Vasopressin V1a receptor (Homo sapiens), P37288 | activation, % at 3 µM;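 active = activation above the mean activation of all tested compounds plus 3 SD, per screening run, cut at about 20% in these data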;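 also: signal is peak over basal fluorescence ratio across a 100 second FLIPR read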
CHO parental Ca – ATP-evoked calcium signal inhibitors, parental CHO, primary screen, counter-screen for OX1R antagonist project, cell-based, fluorescence, Fluo-8 calcium dye. parental CHO-K1, ATP-induced calcium, Fluo-8 fluorescence. inhibition, % at 5.6 µM. hit rate 0.63% among 330,000;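 active = inhibition above that plate's mean sample inhibition plus 3 SD, cut at about 26% in these data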;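 also: 0% = ATP-challenged DMSO wells and 100% = DMSO wells without ATP; some compounds past the cut are filed as inactive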
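Assay system: untransfected parental CHO cell line. Also added: ATP agonist challenge. Dosing: one dose, 5.6 µM nominal. Measured by: Fluo-8 fluorescence. Read-out: % inhibition. Benchmarks: ATP wells versus no-ATP DMSO wells. Repeats: no replicates.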
CHO-K1 Ca ag – counter-screen for M1 agonists: effect in parental CHO-K1 cells; Fluo-8 calcium fluorescence; scaled to maximal ATP response, vehicle zero; activation, % at 3 µM; hit rate 0.48% among 360,000; AID 602248, 2012; in the data active = activation above about 15%;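 also: untransfected CHO-K1 host cells lacking M1 receptor as counterscreen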
CHRM1 agonist – human M1 muscarinic receptor agonists, primary screen, Fluo-8 calcium fluorescence, CHO-K1 cells, HTS; Muscarinic acetylcholine receptor M1 (Homo sapiens), P11229; CHO-K1 hM1, agonist mode; 0% DMSO, 100% acetylcholine EC100; activation, % at 3 µM; hit rate 0.33% among 360,000; AID 588814, 2011;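 active = activation above the run's mean compound activation plus 3 SD, cut at about 16% in these data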;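 also: peak over basal fluorescence ratio within a 140 s kinetic read after compound addition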
Target sequence (P11229 whole entry, looked up): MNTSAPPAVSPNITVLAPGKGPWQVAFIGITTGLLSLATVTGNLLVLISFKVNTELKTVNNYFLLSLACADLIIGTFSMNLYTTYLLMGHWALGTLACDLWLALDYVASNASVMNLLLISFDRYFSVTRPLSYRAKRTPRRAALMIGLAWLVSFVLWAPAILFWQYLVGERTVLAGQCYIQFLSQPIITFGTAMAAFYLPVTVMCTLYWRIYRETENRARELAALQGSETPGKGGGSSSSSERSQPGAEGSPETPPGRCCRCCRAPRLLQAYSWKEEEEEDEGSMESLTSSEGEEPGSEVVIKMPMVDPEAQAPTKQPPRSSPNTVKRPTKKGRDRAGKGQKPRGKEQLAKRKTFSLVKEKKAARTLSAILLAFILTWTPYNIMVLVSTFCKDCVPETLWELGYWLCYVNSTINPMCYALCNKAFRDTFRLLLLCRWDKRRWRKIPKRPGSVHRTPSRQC
Starred values were filed as active, the others as inactive; · = not tested or not shown.

SMILES	M1 PAM parental	TAAR1 antagonist	CHO-K1 Ca antag	TAAR1 agonist	OXTR potentiator	V1R ag counter	CHO parental Ca	CHO-K1 Ca ag	CHRM1 agonist
Cc1ccc(/C=N/NC(=O)c2ccc(OC3CCCC3)cc2)o1	-19	31	3	3	·	·	·	-0.1	2
COC(=O)c1cc(NS(=O)(=O)c2ccc(N3CCC(C)CC3)c([N+](=O)[O-])c2)cc(C(=O)OC)c1	-7	-7	15	0	-2	0.6	-33	-0.3	-4
CCOc1ccc(C(C)C)cc1S(=O)(=O)n1nc(C)cc1C	12	-17	-5	5	-16	-1.8	-18	1.3	-6
O=[N+]([O-])c1cc(-c2cnc3ccccc3n2)ccc1Oc1ccc(Cl)cc1	5	13	9	-1	-6	1.7	-6	0.0	-8
N#C/C(=C\Nc1ccc2cn[nH]c2c1)c1nc(-c2ccccc2)cs1	15	2	-3	0	·	·	·	0.2	-3
CC(C)(C)NS(=O)(=O)c1ccc(CCC(=O)Nc2cc(Cl)ccc2Oc2ccccc2)cc1	23	28	-5	4	-19	3.0	43*	2.6	-4
CCc1ccc(NC(=O)CSc2nnc(CNC(=O)c3c(F)cccc3Cl)o2)cc1	20	0	-10	3	-5	0.0	-21	1.2	-4
O=C(O)CCC1(CCC(=O)O)CCCC(CCC(=O)O)(CCC(=O)O)C1=O	24	-9	-13	3	·	·	·	0.9	0
COC(=O)c1cc(C)[nH]c2c(C)cc3nc4ccccc4c3c12	-29	28	17	1	-4	-1.4	-18	1.7	0
Cc1ccc(Cn2cc(CCC(=O)O)c3ccccc32)cc1	11	-33	-11	1	-6	4.7	-1	3.7	-3
CCCCC1=NN2C(=N)CC(=O)N=C2S1	20	2	-16	9	-2	-0.7	-8	0.3	-3
O=c1oc2ccc(Cl)cc2nc1/C=C(\O)c1ccco1	14	-20	-3	1	-2	1.1	-10	0.8	-1
COc1cccc(C2Nc3c(F)cc(Br)cc3C3C=CCC32)c1OC (stereo unspecified)	18	-16	-8	0	3	-0.1	-2	0.2	-4
CCCS(=O)c1nc(C)cc(C)c1S(C)(=O)=O (stereo unspecified)	11	-3	-5	5	-5	1.2	-4	0.5	2
CCc1cc2cc(C)cc(C)c2nc1SCC(=O)Nc1cc(C)on1	0	11	4	4	-12	0.1	-17	-0.7	-5
O=C(COc1ccccc1Cl)N1CCc2ccccc2C1	24	20	1	-2	1	-0.9	-11	0.5	-4
COc1ccc(C(=O)/C(=C/c2cccs2)c2nc3ccccc3o2)cc1	19	-9	-23	17	-7	0.0	-25	0.8	-5
O=C(/C=C/c1ccc2c(c1)OCO2)Nc1nncs1	2	7	-7	3	-7	0.4	-4	0.2	-3
O=C(NNC(=O)c1ccccc1Cl)c1cc2cc(OC(F)(F)F)ccc2[nH]1	14	12	1	1	-15	5.9	-5	7.0	0
COc1ccc(OC)c(S(=O)(=O)N(C)CC(=O)N2CCN(c3ccccc3F)CC2)c1	11	3	-4	4	-15	2.2	-14	2.0	-2
COc1cccc(C(NC(C)=O)c2nc(-c3cc4ccccc4o3)cs2)c1 (stereo unspecified)	1	-26	12	2	·	·	·	-0.4	-3
O=c1[nH]c2ccc(Br)cc2o1	8	-6	-13	1	·	·	·	0.8	-2
COc1ccc(OCC(=O)N(Cc2cccs2)C2CCS(=O)(=O)C2)cc1 (stereo unspecified)	-2	-8	-2	2	0	0.3	-11	1.0	-1
CCOC(=O)Cn1c(=O)oc2cc(S(=O)(=O)NCc3cccs3)ccc21	16	0	-15	4	-4	2.1	0	0.9	0
CCN(CC)S(=O)(=O)c1ccc(/C=C/C(=O)Nc2c(C)n(C)n(-c3ccccc3)c2=O)cc1	15	-11	-9	3	-17	-0.1	-23	-0.3	-15
COC(=O)c1c(N2C(=O)CC(Sc3ccccc3C(=O)O)C2=O)sc2c1CCCC2 (stereo unspecified)	-8	-15	6	8	-7	-0.5	-29	-0.5	-6
Cc1nc2c(C)cccn2c1/C(O)=C1\C(=O)C(=O)N(CCN(C)C)C1c1ccco1 (stereo unspecified)	8	-13	0	5	2	0.9	-9	0.1	1
CCOc1ccc(CCN2C(=S)N([C@@H](Cc3ccccc3)CN3CCCC3CN3C(=S)NC[C@@H]3Cc3ccccc3)C[C@@H]2Cc2ccc(O)cc2)cc1 (stereo partly specified)	7	-8	-12	5	·	·	·	-0.3	·
Cc1ccc(N2CC(C(=O)Nc3ccc4c(c3)OCO4)CC2=O)cc1C (stereo unspecified)	-13	-28	5	2	-4	3.0	2	0.8	-2
CN1Cc2ccccc2N(CC(=O)NCc2ccccc2)C1=O	12	-8	-6	3	-18	1.0	-13	0.1	-2
Cn1c(SCc2ccc(Cl)cc2Cl)nc(C(F)(F)F)cc1=O	3	-7	-10	9	-4	0.6	7	0.4	-4
COc1ccc(-n2cc(C(=O)c3ccc4ccccc4c3O)cn2)cc1	9	4	3	11	-1	1.7	-14	0.2	-2
CCOc1cc(/C=N/O)cc(Br)c1OC	16	-22	-18	21	-3	-1.1	-7	-0.2	-10
CC[n+]1c(/C=C2/C=C(C)CC(C)(C)C2)sc2ccc(OC)cc21	6	-4	-7	3	-11	-0.2	1	0.3	-5
CCOC(=O)c1c(-c2ccc(OC)cc2)csc1/N=C/N(C)C	15	4	-4	1	0	-0.5	-25	0.8	-6
N#Cc1nc(-c2ccc(OCc3ccccc3)cc2)oc1NCc1ccco1	7	26	3	0	-7	-0.3	-15	0.6	-2
COc1ccc(C(CCN2CCCC(C)C2)c2c(OC)cc(OC)c3c2OC(=O)CC3c2cc(OC)c(OC)c(OC)c2)cc1 (stereo unspecified)	9	·	-8	·	-4	0.4	-24	0.4	-13
COc1ccc2c(c1)C(=NO)c1cc(OC)ccc1-2	-3	-18	-4	5	-6	-0.8	-8	-0.5	2
CCn1c(C(O)c2ccc3c(c2)OCO3)nc2ccccc21 (stereo unspecified)	17	13	-4	8	-4	0.6	-12	1.7	1
CCOC(=O)c1ccc(OCc2c(C)noc2C)cc1	14	10	-8	1	-7	0.8	-19	0.6	-7
CN(C)c1cc[n+](CC(=O)Nc2cc(C(F)(F)F)ccc2Cl)cc1	-4	1	-14	6	-6	0.4	0	-0.2	-8
N#Cc1ccc(NCCc2ccccn2)c([N+](=O)[O-])c1	18	-17	-6	0	-11	0.4	-9	1.9	-3
O=C(NCc1ccccc1)c1cnc(Cl)c(Cl)c1	3	-27	-30	3	-11	-0.3	-4	1.4	-5
CC1(C)Oc2ccc(NC(=O)c3ccco3)cc2O1	7	14	-4	9	-5	-0.3	4	0.0	-4
Cc1csc(NC(=O)CCSCCc2ccccn2)n1	1	15	-5	0	-6	-0.2	-6	0.0	0
Cc1ccc(S(=O)(=O)NC(=O)c2cccc(Br)c2)cc1	7	-3	-2	-1	2	-0.2	-7	1.2	-3
COc1ccc(S(=O)(=O)Nc2c(C(=O)O)[nH]c3ccccc23)cc1	17	2	-18	0	-4	-0.4	-3	0.6	-2
CCn1c(SCc2nc3ccccc3s2)nnc1-c1ccccc1	6	-3	-4	13	-2	-0.2	-17	1.1	-4
Fc1ccccc1Cc1noc(CN2CCN(C/C=C/c3ccccc3)CC2)n1	13	-22	-10	2	-24	0.0	-12	2.6	-8
CCOc1ccc(N2C(=O)CN(CC(=O)OC)C2=S)cc1	17	4	-7	9	-2	-0.4	-3	-0.1	-6
N#C/C(=C/c1ccc(-c2ccccc2[N+](=O)[O-])o1)C(N)=O	24	17	-16	0	0	-0.9	4	2.6	0
CCCCOc1ccc(C(=O)NCC(=O)N2CCN(Cc3ccc4c(c3)OCO4)CC2)cc1	-19	-15	5	1	-17	4.6	-24	1.8	-6
CC1CC(=O)Nc2ccccc2N1C(=O)CN1CCN(c2ccccc2)CC1 (stereo unspecified)	20	-5	-3	4	-14	-0.2	8	0.0	-5
COc1ccc(C2=NOC(C3(S(=O)(=O)c4ccccc4)CC(O)C3)C2)cc1 (stereo unspecified)	6	-11	-7	12	-4	-0.6	-11	0.0	-5
OC(COC(c1ccc(Cl)cc1)c1ccc(Cl)cc1)CN1CCCC1 (stereo unspecified)	15	9	-6	9	-13	2.7	0	2.1	-4
CN(CC(=O)Nc1ccccc1C(F)(F)F)C(=O)CN1C(=O)C2CCCCC2C1=O (stereo unspecified)	3	0	-7	0	-10	-0.8	-2	3.6	-2
Cc1ccc(-c2csc3ncnc(N4CCN(S(=O)(=O)c5cccs5)CC4)c23)cc1	-7	·	2	·	-7	-1.0	-13	-0.4	-2
CC(/C=C/c1ccccc1)=N/NC(=O)c1cnccn1	14	-11	-13	0	-13	1.9	-6	0.5	-2
CCOC(=O)C1(Cc2ccccc2C(F)(F)F)CCN(C2CCN(C(C)C)CC2)CC1	-4	4	-2	3	-5	1.5	-29	0.9	-5
COc1ccc(Cl)cc1NC(=S)NCCc1ccc(S(N)(=O)=O)cc1	4	5	-2	1	-4	0.8	15	0.2	-2
Nc1nonc1-n1nnc(C(=O)N/N=C/c2cccc(Cl)c2)c1CSc1ccccc1	-15	-36	14	1	-6	0.3	-6	0.3	-1
COc1ccccc1NS(=O)(=O)c1cccc(NC(=O)c2cncc(Br)c2)c1	-26	51*	6	21	-10	5.2	-23	5.6	8
Cc1ccc(N=C2SCCCN2C(=O)c2ccco2)cc1Cl	13	6	-8	9	7	-0.6	-15	1.4	-6

Full records, quoted from the list. Order of screens: M1 PAM parental	TAAR1 antagonist	CHO-K1 Ca antag	TAAR1 agonist	OXTR potentiator	V1R ag counter	CHO parental Ca	CHO-K1 Ca ag	CHRM1 agonist
COc1ccc(S(=O)(=O)Nc2c(C(=O)O)[nH]c3ccccc23)cc1 in the list: 17	2	-18	0	-4	-0.4	-3	0.6	-2
CCOc1ccc(N2C(=O)CN(CC(=O)OC)C2=S)cc1 in the list: 17	4	-7	9	-2	-0.4	-3	-0.1	-6

Screening data: PubChem BioAssay, The Scripps Research Institute Molecular Screening Center
